Compound activity (PubChem BioAssay)
PTPN22 inh 2: PTPN22 phosphatase inhibitors, primary screen, biochemical, DiFMUP fluorescence, 2 µM; Tyrosine-protein phosphatase non-receptor type 22 (Homo sapiens), Q9Y2R2; recombinant LYP catalytic domain; inhibition, % at 2 µM; hit rate 0.21% among 96,000; AID 640, 2007;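 active means inhibition at 2 µM at or above a set limit, the screen mean plus 3 SD, cut at about 24% in these data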;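 further: 0% = DMSO with enzyme and 100% = enzyme fully blocked by orthovanadate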
CYP2C9 activ: human CYP2C9 activators, primary screen, biochemical, luminescence | Cytochrome P450 2C9 (Homo sapiens), P11712 | recombinant CYP2C9, luciferin-H conversion; active compounds read high; factor 1 = untreated enzyme, 0 = blocked | activation factor at 5 µM | hit rate 1.4% among 96,000 | AID 1024, 2008;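 active means activation factor of 2 or more for CYP2C9 at a 5 µM dose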;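 further: 0 = sulfaphenazole-blocked wells and 1 = vehicle-only wells; values of inactives mirror those of a sister screen read the other way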
EphB4 antag: EphB4-ephrin-B2 interaction antagonists, primary screen, biochemical, TNYL-RAW peptide probe, fluorescence polarization; Ephrin type-B receptor 4 (Homo sapiens), P54760; inhibition, % at 7 µM; EphB4 LBD / TNYL-RAW-Alexa532 peptide; hit rate 0.15% among 97,000;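 active means inhibition above the screen-wide mean inhibition plus 3 SD, cut at about 15% in these data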;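 further: 0% = DMSO wells and 100% = excess unlabeled TNYL-RAW peptide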
Target sequence (P54760 whole entry, looked up, the tested form may be a part): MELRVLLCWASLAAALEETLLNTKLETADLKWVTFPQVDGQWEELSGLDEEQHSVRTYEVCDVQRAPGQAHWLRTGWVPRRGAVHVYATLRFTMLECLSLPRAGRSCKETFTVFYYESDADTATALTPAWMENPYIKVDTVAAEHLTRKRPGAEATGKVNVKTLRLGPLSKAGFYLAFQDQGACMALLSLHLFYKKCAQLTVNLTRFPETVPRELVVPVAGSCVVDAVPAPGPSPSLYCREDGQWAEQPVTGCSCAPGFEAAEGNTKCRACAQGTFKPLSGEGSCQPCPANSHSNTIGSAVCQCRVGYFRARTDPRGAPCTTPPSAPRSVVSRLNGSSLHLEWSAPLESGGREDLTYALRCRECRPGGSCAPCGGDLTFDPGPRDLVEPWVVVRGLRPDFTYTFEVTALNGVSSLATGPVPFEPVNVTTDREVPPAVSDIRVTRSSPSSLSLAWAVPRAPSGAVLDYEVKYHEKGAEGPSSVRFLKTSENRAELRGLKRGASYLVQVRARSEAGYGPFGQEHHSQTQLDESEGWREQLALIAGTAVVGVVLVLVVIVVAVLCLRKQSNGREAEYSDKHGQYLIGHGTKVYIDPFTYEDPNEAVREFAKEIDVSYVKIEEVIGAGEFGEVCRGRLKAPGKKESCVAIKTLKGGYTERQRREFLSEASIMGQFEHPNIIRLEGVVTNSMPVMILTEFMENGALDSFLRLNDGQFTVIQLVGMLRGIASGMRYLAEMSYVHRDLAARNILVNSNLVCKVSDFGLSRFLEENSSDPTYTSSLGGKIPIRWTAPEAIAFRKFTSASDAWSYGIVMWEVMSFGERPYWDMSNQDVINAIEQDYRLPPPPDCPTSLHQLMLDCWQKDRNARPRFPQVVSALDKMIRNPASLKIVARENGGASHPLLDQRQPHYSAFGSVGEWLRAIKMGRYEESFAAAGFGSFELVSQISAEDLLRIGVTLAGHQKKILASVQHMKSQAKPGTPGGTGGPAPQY
PLK1 kinase inh: human PLK1 kinase inhibitors, primary screen, biochemical, TR-FRET; recombinant PLK1 kinase, TR-FRET peptide phosphorylation; inhibition, % at 10 µM; hit rate 0.53% among 97,000; Serine/threonine-protein kinase PLK1 (Homo sapiens), P53350;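 active means inhibition of 50% or more in the single-concentration screen; inactive means inhibition below 50%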;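 further: 0% = DMSO max control and 100% = H-89 dihydrochloride min control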
Plk1 PBD FP: Plk1 polo box domain binding inhibitors, primary screen, biochemical, fluorescence polarization. Serine/threonine-protein kinase PLK1 (Homo sapiens), P53350. Plk1 PBD phosphopeptide binding. inhibition, %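 (tested at about 20 µM)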. hit rate 0.13% among 97,000; in the data active means inhibition above about 34%, passing the limit was not always enough
HIV Rev-RRE inh: HIV-1 Rev-RRE binding inhibitors, primary screen, biochemical, FRET, protein-RNA interaction. P05866. AID 704, 2007. inhibition, % at 8 µM. hit rate 0.79% among 97,000. Rev peptide-RRE RNA binding;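 active means inhibition above the screen-wide mean plus 3 SD, cut at about 35% in these data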;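 further: 0% = median DMSO wells and 100% = median Neomycin B control wells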
Target sequence (P05866 whole entry, looked up): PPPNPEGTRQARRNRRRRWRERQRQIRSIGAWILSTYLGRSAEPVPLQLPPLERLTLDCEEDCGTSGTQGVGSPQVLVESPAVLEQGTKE
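assay system = Cy5-tagged RRE RNA duplex with fluorescein-tagged Rev peptide | incubation = 5 + 15 min at 25 °C | also added = labelled Rev peptide | measure = % inhibition of FRET ratio versus controls | benchmarks = DMSO wells as 0% and neomycin B wells as 100% inhibition | measured by = FRET fluorescence readout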
CYP2C9 inh: blockers of cytochrome P450 2C9 activity – biochemical, luminescence, ADME assay, primary screen; CYP2C9 Supersomes, luciferin-H conversion; AID 777, 2007; P11712; hit rate 20% among 96,000; inhibition, % at 5 µM;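 active means blocking of liver enzyme CYP2C9 beyond about 50% at 5 µM, limit read from the data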; further: values of inactives mirror those of a sister screen read the other way
LYP act: LYP phosphatase activators, primary screen, biochemical, DiFMUP fluorescence, 2 µM | Tyrosine-protein phosphatase non-receptor type 22 (Homo sapiens), Q9Y2R2 | recombinant LYP; 0 = plate median, 100 = signal doubled | activation, % at 2 µM | hit rate 0.11% among 96,000 | AID 697, 2007;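 active means activation at 2 µM above a set limit, the mean plus 5 SD, cut at about 37% in these data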
Candida biofilm: clotrimazole potentiators killing Candida biofilms, primary screen, with clotrimazole, Alamar Blue | hit rate 0.14% among 85,000 | C. albicans biofilm + clotrimazole | inhibition, % at 6 µM;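 active means inhibition above 20%; inactive means inhibition below 20%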;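 further: preformed 24 hr biofilms exposed to compound for 48 hr; 0% = biofilm without compound and 100% = blank killed by clotrimazole plus chlorhexidine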
An asterisk follows results filed as active; · = no result given.

Molecule	Candida biofilm	LYP act	HIV Rev-RRE inh	Plk1 PBD FP	CYP2C9 inh	CYP2C9 activ	PLK1 kinase inh	PTPN22 inh 2	EphB4 antag
O=C(OCC(=O)c1c[nH]c2ccccc12)C1=COCCO1	-2	-5	6	-10	-7	1.1	-5	4	10
CCOC(=O)N1CCC(NCCNC(=O)c2cccs2)CC1	8	-4	8	-5	4	1	16	4	-8
Cc1cccc(OCCCCCn2ccnc2)c1C	2	15	7	3	100*	0	-4	-16	-6
O=C(NCc1ccco1)c1cccnc1-c1nc2ccccc2s1	4	10	4	-4	41	0.6	-11	-10	2
Cc1oc(-c2ccc(Cl)cc2)nc1CN1CCC(C(=O)N2CCc3ccccc3C2)CC1	8	-4	3	-17	15	0.8	7	2	3
CN(C(=O)COC(=O)c1ccccc1Nc1ccccc1)C1CCS(=O)(=O)C1 (stereo not drawn)	10	-1	6	-13	10	0.9	-14	1	4
Cc1ccc(N(C=NC#N)CC(=O)N2CCN(c3ccccc3)CC2)cc1	6	-3	6	-18	6	0.9	-6	2	4
Cc1c(C#N)c2ccccc2n1CC(=O)NC(C)c1ccccc1 (stereo not drawn)	-8	-16	7	3	59*	0.4	-4	15	7
COc1ccc(C2C(C(C)=O)=C(C)Nc3ncnn32)cc1OC (stereo not drawn)	7	-6	5	-11	2	1	-8	1	5
CCN=C1SC(CC(=O)NCC)C(=O)N1CC (stereo not drawn)	-1	0	8	28	-37	1.4	3	-1	5
CCOc1cc(S(=O)(=O)NCc2ccc3c(c2)OCO3)ccc1F	6	-10	2	13	61*	0.4	-3	8	-3
Cn1c(=O)n(Cc2ccc(F)cc2)c(=O)c2c1nc1n2CCCN1Cc1ccccc1	7	-10	2	5	86*	0.1	-12	7	3
CCn1c2ccccc2c2cc(NC(=O)CCCN3C(=O)CCC3=O)ccc21	3	-3	5	-19	-89	1.9	-12	2	4
Cc1ccc(N=C2N=C(N)c3ccccc32)cc1C	6	2	8	-1	·	·	-5	-4	-6
Cc1cn2c(-c3cccnc3)nnc2s1	6	-3	6	-3	-14	1.1	-6	3	3
COc1ccc(NC(=S)N/C(=N/CS(=O)(=O)c2ccccc2)c2ccccc2)cc1	1	-10	-4	-14	·	·	-13	10	-7
O=c1n(Cc2ccc(Cl)cc2)c2sc3c(c2c2ncnn12)CCCC3	3	-4	11	-6	85*	0.1	-2	-1	-3
COC(=O)/C(=C(/F)SCC(C)=O)C(F)(F)F	3	-2	8	-29	69*	0.3	-9	5	-4
COc1ccc(NC(=O)C2CCCNC2)cc1OCC(C)C (stereo not drawn)	5	-4	6	13	0	1	-6	3	9
COc1cccc(Nc2cc(N3CCOCC3)c3nonc3c2[N+](=O)[O-])c1	·	-9	3	11	27	0.7	3	7	0
O=C(/C=N/O)NCCCn1ccnc1	3	7	5	10	4	1	-5	-9	-12
N#Cc1cn(-c2ccccc2)nc1-c1cc2ccccc2oc1=O	2	-2	5	38	-1	1	-6	4	-3
CCCCCCn1ccc(=N)cc1	-4	0	6	-12	19	0.8	1	4	-1
COc1ccc(-c2nncnn2)cc1	10	6	6	-10	·	·	0	-7	-5
Cc1cnc(NC(=O)CSc2nc3ccccc3s2)s1	-4	-11	7	10	1	1	-2	12	9
Cn1c(N/N=C/c2c[nH]c3ccccc23)nc2ccccc21	·	-7	-14	-26	27	0.7	5	9	3
O=c1c2ccc(Cl)cc2[nH]c(=S)n1Cc1cccnc1	·	4	-4	1	44	0.6	-1	-6	-1
C=CCn1c(SCC(=O)c2cccs2)nc2sc(CC)cc2c1=O	6	5	17	-10	25	0.7	-5	-6	13
COC(=O)c1ccc2c(=O)n(Cc3ccco3)c(SCC(=O)Nc3ccccc3Cl)nc2c1	-5	1	4	21	88*	0.1	-6	-3	-1
CC(C)=CC(=O)Nc1ccccc1Br	3	3	5	-14	2	1	-5	-2	-4
COc1cccc(C2CC(=O)Nc3cc(OC)c(OC)c(OC)c32)c1OC (stereo not drawn)	5	-3	7	-22	47	0.5	-11	3	1
O=C(O)c1ccccc1-c1ccccc1C(=O)NCc1ccco1	4	0	8	-6	-1	1	-3	4	13

In the list so far, 3 have two or more sulfur atoms:
Molecule	Candida biofilm	LYP act	HIV Rev-RRE inh	Plk1 PBD FP	CYP2C9 inh	CYP2C9 activ	PLK1 kinase inh	PTPN22 inh 2	EphB4 antag
COc1ccc(NC(=S)N/C(=N/CS(=O)(=O)c2ccccc2)c2ccccc2)cc1	1	-10	-4	-14	·	·	-13	10	-7
Cc1cnc(NC(=O)CSc2nc3ccccc3s2)s1	-4	-11	7	10	1	1	-2	12	9
C=CCn1c(SCC(=O)c2cccs2)nc2sc(CC)cc2c1=O	6	5	17	-10	25	0.7	-5	-6	13

Further results
Molecule	Candida biofilm	LYP act	HIV Rev-RRE inh	Plk1 PBD FP	CYP2C9 inh	CYP2C9 activ	PLK1 kinase inh	PTPN22 inh 2	EphB4 antag
CC(C)OP(=O)(OC(C)C)C(NC(=O)c1ccc(Br)cc1)c1ccccc1 (stereo not drawn)	6	-8	10	-8	41	0.6	-10	4	-1
O=C(OCc1ccc(Cl)cc1)c1cnccn1	7	6	4	-36	5	1	-3	-4	-8
CCOC(=O)C1(C(F)(F)F)N=C(N(C)C)OC(N(C)C)=N1	2	-4	0	6	6	0.9	-6	2	-5
Cc1ccccc1OCCCn1c(=O)sc2ccccc21	3	-1	9	-17	55*	0.5	-8	3	-2
CCOc1cc(CNc2ccc3c(c2)OCCO3)cc(Br)c1OCC(N)=O	·	-4	-3	18	86*	0.1	-6	6	-2
CCCCCn1c(CN2CCN(c3cc(Cl)ccc3C)CC2)nc2c1c(=O)[nH]c(=O)n2C	8	-12	9	-7	24	0.8	4	11	1
O=C(N/C=N/OCc1ccc(Cl)cc1Cl)NOCc1ncc(C(F)(F)F)cc1Cl	14	-10	14	-4	86*	0.1	-13	11	-2
COc1ccc(-n2nnc3c(SCC(=O)NCC4CCCO4)ncnc32)cc1 (stereo not drawn)	5	5	1	5	27	0.7	-15	-5	-4
O=C(Nc1nc(-c2ccco2)cs1)c1ccccc1	1	4	7	15	15	0.8	-9	-6	7
Clc1ccc(Sc2ccc(/C=N/n3cnnc3)o2)cc1	4	9	1	5	48	0.5	-5	-6	-1
CC(=O)c1c(N)c(C#N)c(C)n1-c1ccc(Br)cc1	·	7	2	3	4	1	-13	-10	2
Cc1cc(C)c(S(=O)(=O)N(CC(=O)N2CCCC2)C2CCCCC2)c(C)c1	7	6	-1	-23	58*	0.4	-3	-11	-3
COc1ccc(C2C(C(C)=O)=C(O)C(=O)N2Cc2cccnc2)cc1 (stereo not drawn)	4	-7	8	-9	·	·	-7	7	2
O=C(CSc1nc(-c2ccncc2)nn1CC(=O)N1CCCCC1)NC1CCCC1	8	1	0	-8	79*	0.2	-12	-5	-1
COC(=O)c1ccccc1NC(=O)C1CCCCC1C(=O)O (stereo not drawn)	11	4	3	-10	8	0.9	-2	-7	-2
CC1(C(=O)N(c2ccccc2)C(C(=O)NC2CCCC2)c2ccccn2)CC(=O)N=C2C=CC=CN21 (stereo not drawn)	3	-1	9	-12	-27	1.3	-12	4	5
CC(=O)c1cc2c(cc1NC(=O)CCCC(=O)O)OCO2	1	-4	1	15	-16	1.2	-2	4	-3
Cc1ccc(C)c2[nH]c(=O)c(CCNC(=O)c3ccc4c(c3)OCO4)cc12	4	5	-4	-2	25	0.8	-14	-4	-2
CC1(C)Oc2ccc3ccc(=O)oc3c2/C(=C/Nc2ccccc2)C1=O	7	-10	17	1	4	1	-26	12	-2
O=C(Nc1ccccc1C(F)(F)F)N1CCCCCC1	7	1	-2	-29	-15	1.2	-10	0	-4
Cc1ccc(S(=O)(=O)N(CC(=O)N2CCC(C(N)=O)CC2)Cc2ccc(F)cc2)cc1	3	1	3	-15	38	0.6	4	3	-7
Cc1cc(C(=O)NCCc2ccccc2)ccc1[N+](=O)[O-]	·	-4	0	-11	-4	1	12	7	-1
C=CCn1c(CNc2ccc(C)cc2)nnc1SCC(=O)N/N=C/c1ccc(O)cc1O	·	-7	9	-18	-39	1.4	-13	4	1
CC(C)C(NC(=O)OCc1ccccc1)C(=O)O (stereo not drawn)	6	0	6	-1	-5	1.1	-7	3	-2
O=C(CN1CCN(C(=O)c2ccccc2)CC1)Nc1ccc(Br)cn1	1	-9	-9	-12	-9	1.1	20	6	-2
COc1ccc(CN2C(=O)CN=C2Nc2cc(C)ccc2C)cc1	7	7	6	-9	57*	0.4	7	-11	5
O=C(CS(=O)c1cccc(C(F)(F)F)c1)Nc1ccccc1Cl (stereo not drawn)	·	-10	1	11	-231	3.3*	-3	14	4
c1ccc(-c2noc(-c3cccnc3)n2)nc1	7	-5	7	-8	3	1	-5	0	3
O=C(Nc1nccs1)c1cc2c(s1)CCCCC2	-4	-5	1	-4	33	0.7	2	5	0
Cc1sc(-c2ccncc2)nc1OC(=O)c1ccc(Cl)cc1	7	6	0	-13	88*	0.1	-5	-2	-6
COCCNC(=O)C(OC(=O)CC1Sc2ccccc2NC1=O)c1ccncc1 (stereo not drawn)	5	-3	6	23	87*	0.1	-4	-1	-8
Cc1cc2cc3c(cc2nc1SCC(=O)Nc1c(C)cccc1C)CCC3	·	-10	5	-3	62*	0.4	-138	12	2
COc1cc(SC)ccc1C(=O)NCCCOC(C)C	2	-16	4	6	2	1	-1	14	5
N#Cc1cc2c(nc1SCc1ccccc1)CCCC2=O	-3	1	4	7	-2	1	7	-7	-2
COc1ccc(NC(=O)CSc2nc3ccccc3cc2Cc2ccccc2)cc1	·	12	4	-2	33	0.7	-5	-9	-5
COc1ccc2nc(NC(=O)C3CCN(S(=O)(=O)c4cccc5nsnc45)CC3)sc2c1	-6	3	0	-28	9	0.9	-1	-6	0
CCCC(c1nnnn1Cc1ccccc1)N1CCN(c2ccccc2OC)CC1 (stereo not drawn)	12	13	3	-13	49	0.5	7	-16	-7
CCN(CCO)C1CC(=O)N(c2ccccc2C)C1=O (stereo not drawn)	8	1	4	19	4	1	-6	2	4
Cc1ccc(Cl)cc1N1CCN(C(=O)c2ccc(NS(=O)(=O)c3c(C)noc3C)cc2)CC1	·	-1	0	-14	100*	0	-13	-2	2
Cn1c(SCC(=O)N2CCc3ccccc3C2)nnc1-c1cccs1	9	17	1	-16	-9	1.1	-8	-19	-10
COc1cc2cc(C(c3nnnn3Cc3ccc(F)cc3)N3CCCCCC3)c(=O)[nH]c2cc1OC (stereo not drawn)	3	-3	28	2	-5	1.1	-9	3	1
